Source: PubChem
MmCpn inh – Inhibitors of TCP-1 ring complex (TRiC) of Methanococcus maripaludis (MmCpn): qHTS | Potency, µM (doses to about 76.9 µM), for the others: at the highest dose activity, negative = inhibition, hits mostly inhibitors | 0.031% of 330,000 active | purified Mm-Cpn ATPase, ADP Transcreener TR-FRET | AID 504842, 2011; also: potency is read from the fitted curve at half-maximal effect; % is scaled to controls: 0 for no effect and ±100 for the full control effect; nearly all actives have a fitted effect of over 80% in size
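Purified archaeal chaperonin (25 nM final) was preincubated with compound for 10 min at 37°C, then ATP (10 uM final) was added for 30 min at 37°C in Tris pH 7.4/KCl/MgCl2/DTT buffer. ADP was quantified by HTRF Transcreener TR-FRET.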
ATXN viability – Viability Counterscreen for Primary qHTS for Inhibitors of ATXN expression. S2 cells (HEK-293 line with an ATXN2-luciferase reporter) viability, CellTiter-Fluor protease fluorescence, 24 h. Potency, µM (titrated, usually from 56.7 µM), hits mostly cytotoxic. 0.49% of 400,000 active; also: potency is read from the fitted curve at half-maximal effect; nearly all actives have a fitted effect of over 40% in size
CCT chaperon mod – High-Throughput Screening for Modulators of Cytosolic Chaperonin Activity; purified chaperonin ATPase assay, HTRF ADP detection, 30 min; AID 651819, 2012; activity change, % (test concentration not listed), hits read low; 0.3% of 360,000 active; in the data active = activity change below about -30%; also: % is scaled to controls: 0 for no effect and ±100 for the full control effect
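We incubate TRiC, 40 or 20 nM final, with library compounds at 76 uM and 10 uM ATP for 30 min at 37 °C. ADP formed is detected with Transcreener HTRF reagents after 30 min at room temperature.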
Nrf2 block – Nrf2 qHTS screen for inhibitors; 2.1% of 360,000 active; A549 ARE-Fluc reporter, luciferase luminescence, 18-24 h; Potency, µM (top dose mostly 46 µM), without a hit: at the highest dose activity change, negative = inhibition, actives largely listed as inhibitors; also: potency is read from the fitted curve at half-maximal effect; % is scaled to controls: 0 for no effect and ±100 for the full control effect; nearly all actives have a fitted effect of over 60% in size
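Quantitative HTS in A549 cells stably bearing an antioxidant response element-firefly luciferase construct. Inhibition of Nrf2-driven transcription was scored by luminescence after 18-24 h of compound exposure at 37 °C.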
TGFb SMAD3 inh – qHTS for Inhibitors of TGF-b | HepG2 CAGA-GFP TGF-b/SMAD3 reporter, GFP fluorescence, 18 h; TGF-beta stimulated, 500 pg/mL final | Potency, µM (highest dose often 46.1 µM), without a hit: at the top dose activity, negative = inhibition, most hits filed as inhibitors | 1.2% of 410,000 active | AID 588855, 2011; also: potency is read from the fitted curve at half-maximal effect; % is scaled to controls: 0 for no effect and ±100 for the full control effect; nearly all actives have a fitted effect of over 65% in size
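Per well, imaged GFP fluorescence of HEPG2 CAGA-GFP cells gives the signal; cells get compound, then TGF-beta (500 pg/mL final), 18 h at 37 degrees C; %Activity versus -TGF-beta and +DMSO controls.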
HepG2 viability – qHTS for Inhibitors of TGF-b: Cytotox Counterscreen | AID 588856, 2011 | Potency, µM (titrated, usually from 46.1 µM), inactives show at the highest dose activity change, negative = cytotoxicity, most hits filed as cytotoxic | HepG2 CAGA-GFP viability, ATP luminescence, 18 h | 0.76% of 410,000 active; also: potency is read from the fitted curve at half-maximal effect; some results filed as inactive show a strong effect at the top dose
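CellTiter-Glo luminescence gave cytotoxicity after 18 hours at 37 degrees C. The cells were HepG2 CAGA-GFP in 1% FBS DMEM, stimulated with 500 pg/mL TGF-beta after compound addition. %Activity was normalised to no-cell wells (complete cell-killing) and DMSO (no toxicity), and curves were fitted and classified.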
pAkt inh – HTS Assay for Inhibitors of Akt Phophorylation: Primary Screen. Neuro2A IGF-stimulated pAkt S473 HTRF, 20 min; hits give low values. 0.32% of 360,000 active. AID 651550, 2012. activity change, % for hits at 50 µM; in the data active = activity change below about -80%; inconclusive = mostly about -51% to -80%; also: % is scaled to controls: 0 for no effect and ±100 for the full control effect
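Neuro2A cells (4,500/well, DMEM with 0.5% FBS) were treated with compound at a single 50 µM final concentration, stimulated with 6 nM IGF for 20 min at 37 °C, and lysed. Phospho-Akt Ser473 was read by HTRF as 665/615 ratio ×10^4.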
A549 viability – Nrf2 qHTS screen for inhibitors: counterscreen for cytotoxicity. A549 ARE-Fluc cells, CellTiter-Fluor viability, 18-24 h. Potency, µM (titrated, usually from 46 µM), without a hit: top-dose activity change, negative = cytotoxicity, actives largely listed as inhibitors. 0.16% of 390,000 active; also: potency is read from the fitted curve at half-maximal effect; % is scaled to controls: 0 for no effect and ±100 for the full control effect
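A549 ARE_Fluc cells in 5% FBS OPTI-MEM were exposed to compounds in concentration-response for 18-24 h at 37 deg C. Viability was read by CellTiter-Fluor fluorescence (Ex 405/Em 525) after 30 min, before the luciferase read.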
Nrf2 ARE act – qHTS of Nrf2 Activators; AREc32 ARE-luciferase reporter (MCF7-derived line), luminescence, 24 h; 0.31% of 410,000 active; Potency, µM (series often up to 46.1 µM), inactives show at the highest dose activation, most hits filed as activators; AID 624171, 2012; also: potency is read from the fitted curve at half-maximal effect; % of control where 0% means no effect; nearly all actives have a fitted effect of over 65% in size
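For detection, Steady-Glo was added and plates sat 30 min at RT; before that, AREc32_Fluc cells grown overnight in OPTI-MEM/5% FBS had been treated with 23 nL compound for 24 hr at 37 deg C.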
Active calls of the source: *; i = inactive; ? = inconclusive; . = no result given; & = joins results of further samples; [ ] = another dose, or the depositor's remark. Unless noted, calls follow the shape of the dose curve; as a rule, active = well fitted curve in the direction sought with a large enough effect; inconclusive = small, poorly fitted or top-dose-only effect, or another doubt; inactive = no such curve, though single readings can be large; an effect the other way counts as inactive or inconclusive.

SMILES	MmCpn inh	ATXN viability	CCT chaperon mod	Nrf2 block	TGFb SMAD3 inh	HepG2 viability	pAkt inh	A549 viability	Nrf2 ARE act
CN(C)CCN(C(=O)C1=COCCO1)c1nc2ccc(Cl)cc2s1	0%	i	1.7	?	0%	-7%	i	6%	0.3%
Cc1ccc(CS(=O)(=O)c2cn(CC(=O)Nc3ccon3)c3ccccc23)cc1	-1%	i	-3.1	2%	5%	2%	i	2%	0.1%
CCOc1ccc(-c2nc(CNC(=O)Nc3ccccc3)c(C)o2)cc1	.	i	.	.	12%	-4%	.	0%	6.7%
Cc1ccc(-n2ccnc(SCC(=O)NC3CCCCC3)c2=O)cc1F	0%	i	-0.2	?	5%	-4%	i	1%	0.0%
Cc1cc(C)cc(N(CC(=O)Nc2cc(C)ccc2C)S(=O)(=O)c2c(C)[nH]c(=O)[nH]c2=O)c1	0%	i	0.2	-19%	6%	5%	i	0%	0.0%
COc1cccc2c(SCC(=O)N/N=C/c3ccc(O)c(O)c3)cc(C)nc12	-3%	i	-1.0	10%	-20%	-23%	i	-13%	16%
CCOC(=O)C1(CCOC)CCN(C(C)CCc2ccc(OC)cc2)CC1 (stereo not drawn)	-1%	i	-3.1	-10%	-2%	3%	i	5%	-1.2%
CCCN(CCC)CCCNC(=O)Cn1cnc2sc(C)c(S(=O)(=O)N3CCC(C)CC3)c2c1=O	2%	i	0.6	13%	3%&-4%	10%&5%	i	0%&3%	-0.1%&-1.2%
c1ccc(CSc2nnc3ccc(-c4ccncc4)nn23)cc1	-1%	i	0.3	9%	4%	-3%	i	1%	0.7%
CCOC(=O)c1sc2ncn(CC(=O)Nc3cc(C)cc(C)c3)c(=O)c2c1C	.	i	.	3%[9.27 µM]	-4%	6%	.	2%	-0.2%
COc1cccc(CN(C)C(=S)Nc2cccc(C)c2)c1	2%	i	1.4	-14%	0%	3%	i	-1%	-0.1%
O=C(Nc1ccccc1C(=O)NCCc1ccccc1)c1cnccn1	-1%	i	-0.5	?	0%	5%	i	-18%	6.9%
O=C(NCc1ccccc1)c1ccc(CN(c2ccccn2)S(=O)(=O)c2ccccc2)cc1	0%	i	-0.9	-10%	-4%	-40%	i	-3%	-0.4%
Cc1cccc(OCCOC(=O)Nc2ccccc2)c1	2%	i	-1.6	-3%	6%	-19%	i	-1%	3.1%
CN(CC(=O)Nc1ccccc1Cl)C(=O)Cn1cc(C(F)(F)F)cc(Cl)c1=O	1%	i	-1.8	2%	-7%	-18%	i	0%	-0.1%
CCOc1ccccc1NC(=O)CN(CCc1ccccc1)S(=O)(=O)c1ccc(C)cc1	.	i	.	2%	-23%	-16%	.	10%	3.4%
O=c1[nH]c(C2CCN(S(=O)(=O)/C=C/c3ccccc3)CC2)nc2c1nnn2Cc1ccc(F)cc1	1%	i	0.5	4%	-30%	3%	i	-1%	5.8%
CC(=O)NC1=NN(C(C)=O)C(C)(c2ccco2)S1 (stereo not drawn)	3%	i	0.6	-9%	5%	2%	i	-2%	-0.1%
O=C(NC1CCSC1)c1cccc(Cl)c1 (stereo not drawn)	-1%	i	3.8	2%	-5%	20%	i	10%	-0.6%
CC(C)COc1ccc(CSCCNC(=S)Nc2ccccc2)cc1	0%	i	0.3	.	?	-82%	i	-7%	6.6%
O=C(Cc1cccs1)N(CC1CCCO1)C1(C(=O)NC2CCCCC2)CCCCC1 (stereo not drawn)	-4%	i	-0.2	-5%	5%	-35%	i	-24%	-0.5%
O=[N+]([O-])c1c(NCc2ccccc2)cc(N2CCc3ccccc3C2)c2nonc12	1%	i	-1.2	-8%	-20%	-33%	i	-9%	-0.4%
O=C(c1cccs1)C1C(c2ccc(Br)cc2)NC(=S)NC1(O)C(F)(F)F (stereo not drawn)	1%	i	-2.9	16%	?	3%	i	-1%	2.4%
O=C(NC(=S)N1CCOCC1)c1cn(-c2ccccc2)nc1-c1ccc(F)cc1	5%	?	-0.8	-14%	?	6%	i	-11%	13%
CC(C)CNC(=O)c1cccc(NC(=O)COc2cccc([N+](=O)[O-])c2)c1	1%	i	-7.5	?	-3%	-20%	i	-6%	-2.8%
CCOC(=O)c1sc2nc(C)c3c(c2c1N)CC(C)(C)OC3	-1%	i	-0.8	24%	?	-5%	i	4%	-1.2%
CC(C)(C#CCN1CCCC1)OCCC#N	2%	i	0.8	-1%	20%	20%	.	-2%	-0.1%
CC(C)=CCc1c(O)cc(O)c2c(=O)c(O[C@@H]3O[C@@H](C)[C@H](O)[C@@H](O)[C@H]3O)c(-c3ccc(O)cc3)oc12	.	i	3.0	-4%	-4%	1%	i	-2%	-0.6%
CC(=O)c1ccc(C(=O)N2CCC(CO)(Cc3cccc(C(F)(F)F)c3)CC2)cc1	-3%	i	-0.5	-17%	-29%	-34%	i	-1%	-0.6%
CC1CCCCC1NC(=O)c1cc2c(s1)CS(=O)(=O)C2 (stereo not drawn)	0%	i	-0.2	10%	-4%	-2%	i	1%	-0.1%
CC(=O)c1ccc(OCCCC(=O)NC(C)c2ccc(S(N)(=O)=O)cc2)cc1 (stereo not drawn)	-1%	i	0.5	-11%	0%	3%	i	-11%	1.6%
O=C(NN=C1c2ccccc2-c2ccccc21)c1ccccn1	1%	i	0.6	9%	-20%	-19%	i	-7%	5.5%
CC(CN(C)Cc1ccccc1)OC(=O)c1ccccc1F (stereo not drawn)	2%	i	-4.2	25%	-9%	3%	i	-1%	0.4%
Cc1cccc(NC(=O)CSc2nnc(CCCCCNC(=O)OC(C)(C)C)o2)c1C	0%	?	0.5	?	-17%	-2%	i	-7%	-0.1%
CC1CCCC(NC(=O)COC(=O)c2ccc3ccccc3n2)C1C (stereo not drawn)	2%	.	-1.4	17%	-17%	-12%	.	-7%	-0.2%
COC(=O)C(F)(F)Sc1c(C)[nH]c2ccccc12	0%	i	-2.0	-17%	-7%	-8%	i	9%	-0.7%
Cc1cccc(/C=N/NC(=O)Cn2nc(C)cc2C)n1	2%	i	0.4	6%	4%	13%	i	2%	0.4%
CC(C)NC(=O)N(C)C[C@H]1Oc2c(NC(=O)c3ccc(-c4nccs4)cc3)cccc2C(=O)N([C@@H](C)CO)C[C@H]1C	0%	?	0.5	-16%	12%	-19%	i	-10%	-0.1%
COCCN(C(=O)Cc1cccs1)C(C(=O)NCc1ccc(OC)cc1)c1ccccc1 (stereo not drawn)	-5%	i	1.6	18%	15%	3%	i	-1%	0.4%
CCC(C)Sc1nc2ccccc2n1CC(=O)O (stereo not drawn)	1%	i	-1.0	14%	-1%	1%	i	-1%	-0.6%

Gathered by group, those above containing an NH in an aromatic ring.
SMILES	MmCpn inh	ATXN viability	CCT chaperon mod	Nrf2 block	TGFb SMAD3 inh	HepG2 viability	pAkt inh	A549 viability	Nrf2 ARE act
Cc1cc(C)cc(N(CC(=O)Nc2cc(C)ccc2C)S(=O)(=O)c2c(C)[nH]c(=O)[nH]c2=O)c1	0%	i	0.2	-19%	6%	5%	i	0%	0.0%
O=c1[nH]c(C2CCN(S(=O)(=O)/C=C/c3ccccc3)CC2)nc2c1nnn2Cc1ccc(F)cc1	1%	i	0.5	4%	-30%	3%	i	-1%	5.8%
COC(=O)C(F)(F)Sc1c(C)[nH]c2ccccc12	0%	i	-2.0	-17%	-7%	-8%	i	9%	-0.7%

(list continues)
SMILES	MmCpn inh	ATXN viability	CCT chaperon mod	Nrf2 block	TGFb SMAD3 inh	HepG2 viability	pAkt inh	A549 viability	Nrf2 ARE act
O=C(Cn1cnc2ccccc2c1=O)Nc1ccc2c(c1)OCCO2	-1%	i	-2.8	?	-3%	7%	i	-5%	2.8%
Cc1cccc(-n2cnc3cc(C(=O)NCc4ccccc4Cl)ccc32)c1	.	?	.	.	?	-23%	.	-17%	0.6%
O=C1CC(c2nnc(Cc3ccccc3Cl)o2)CN1c1ccccc1 (stereo not drawn)	.	i	.	-3%	5%	3%	.	-3%	2.8%
CCOC(=O)C(CCCOc1ccc(C)cc1)C(=O)OCC	0%	i	-5.6	10%	3%	-10%	.	-5%	-0.2%
CN(C)CCCNC(=O)C1(O)c2cc(Br)ccc2NC(=O)N1c1ccc(Cl)cc1 (stereo not drawn)	0%	?	-0.7	6%	3%	1%	i	1%	3.1%
COC(=O)c1ccc(NC(=O)C2CCN(c3ncnc4c3nc3n4CCCCC3)CC2)cc1	.	.	.	?	-6%	-1%	.	-13%	-0.9%
CC(C)CCN1C(=O)c2ccc(C(=O)OCC(=O)N(CC(C)C)C3CCS(=O)(=O)C3)cc2C1=O (stereo not drawn)	0%	i	-0.6	7%	-3%	-16%	i	2%	-0.1%
O=c1sc2ccccc2n1CCOc1ccccc1	1%	i	0.2	24%	1%	-19%	i	2%	12%
CC(NCc1ccc([N+](=O)[O-])cc1)C1COc2ccccc2O1 (stereo not drawn)	2%	i	-0.2	-6%	-21%	-27%	i	22%	0.4%
O=C(c1cc(Cl)ccc1Cl)N1CCc2ccccc21	1%	i	-1.4	2%	-25%	-2%	i	0%	0.6%
CC(C)(C)NC(=O)C(OC(=O)Cn1nnc(-c2ccc(F)cc2)n1)c1ccncc1 (stereo not drawn)	1%	i	-2.6	12%	0%	1%	i	0%	-0.5%
CCN1C(=O)c2ccc(C(=O)Nc3cccc(C(=O)O)c3)cc2C1=O	-10%	.	-3.7	11%	11%	-2%	i	2%	-0.3%
